hDAT+cocaine = modulates human dopamine transporter uptake under cocaine | LLC-PK1 hDAT cells, [14C]-dopamine uptake with cocaine IC80; actives deviate in either direction | B-score at 10 µM | 110,000 compounds, 1.3% hits | AID 449768;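 active means Z score or B-score, a plate-position-corrected score, falls beyond the plate's 99.7% confidence bounds, in either direction; inactive means both scores lie inside the 99.7% bounds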;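 further: scored against the spread of the other compound wells on the same plate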
PostGolgi yeast = growth inhibition of a yeast mutant, post-Golgi transport screen. 98,000 compounds, 0.9% hits. inhibition, % at 10 µM. post-Golgi transport phenotypic cell assay;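 further: yeast cells grown in 1536-well plates; yeast grown about 18 h at 30C before absorbance read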
CYP2C9 activ = activators of human CYP2C9; 96,000 compounds, 1.4% hits; AID 1024; activation factor at 5 µM; recombinant CYP2C9, luciferin-H conversion, luminescence; hits give high values; factor 1 = untreated enzyme, 0 = blocked;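 active means activation factor of 2 or more for CYP2C9 at a 5 µM dose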;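 further: 0 = sulfaphenazole-blocked wells and 1 = vehicle-only wells; values of inactives mirror those of a sister screen read the other way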
Pyk2 oligo antag = antagonists of human Pyk2 oligomerization; Q293 cells, Pyk2 FERM NanoBiT luminescence; hits give low values; z-score (the deposit names both 25 µM and 10 µM); 99,000 compounds, 0.83% hits;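 active means Z-score of -3 or lower, scaled per plate to the spread of control and sample wells; inactive means z-score above -3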;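 further: negative z-score means lost luminescence so less FERM oligomerization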
Target sequence (Q14289 whole entry, looked up): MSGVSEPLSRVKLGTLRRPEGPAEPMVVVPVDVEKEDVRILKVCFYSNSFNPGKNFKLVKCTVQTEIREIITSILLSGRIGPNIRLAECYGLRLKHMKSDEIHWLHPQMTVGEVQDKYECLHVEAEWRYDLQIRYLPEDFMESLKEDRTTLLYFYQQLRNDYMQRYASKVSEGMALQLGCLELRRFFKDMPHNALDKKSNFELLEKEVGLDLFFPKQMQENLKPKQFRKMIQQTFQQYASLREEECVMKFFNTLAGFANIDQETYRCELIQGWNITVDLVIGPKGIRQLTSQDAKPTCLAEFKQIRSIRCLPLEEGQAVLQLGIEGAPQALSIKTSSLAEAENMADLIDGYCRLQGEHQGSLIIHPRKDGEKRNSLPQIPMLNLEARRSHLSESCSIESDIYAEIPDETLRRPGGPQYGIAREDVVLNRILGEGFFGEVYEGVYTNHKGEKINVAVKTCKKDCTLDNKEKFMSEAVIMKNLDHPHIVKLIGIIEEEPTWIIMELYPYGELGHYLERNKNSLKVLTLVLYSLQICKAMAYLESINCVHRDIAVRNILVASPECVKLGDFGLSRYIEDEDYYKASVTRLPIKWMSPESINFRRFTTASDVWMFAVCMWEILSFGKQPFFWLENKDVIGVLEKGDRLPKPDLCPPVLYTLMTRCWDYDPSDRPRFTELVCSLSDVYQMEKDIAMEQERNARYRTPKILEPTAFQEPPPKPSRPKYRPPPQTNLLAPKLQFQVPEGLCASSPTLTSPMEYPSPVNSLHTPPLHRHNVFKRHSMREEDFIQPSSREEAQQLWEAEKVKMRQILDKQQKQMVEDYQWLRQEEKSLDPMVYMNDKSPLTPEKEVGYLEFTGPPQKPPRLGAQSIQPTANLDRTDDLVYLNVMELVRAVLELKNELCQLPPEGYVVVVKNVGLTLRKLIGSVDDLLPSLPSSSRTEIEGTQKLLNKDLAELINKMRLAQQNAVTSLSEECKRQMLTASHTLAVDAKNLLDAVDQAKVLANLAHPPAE
PostGolgi ctrl = inhibits growth of the yeast control strain; efflux-deficient yeast background strain, growth absorbance A615, 16 h; inhibition, % at 10 µM; 98,000 compounds, 5% hits
CYP2C9 inh = blocks human cytochrome P450 2C9. P11712. CYP2C9 Supersomes, luciferin-H conversion, luminescence. inhibition, % at 5 µM. 96,000 compounds, 20% hits. AID 777;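 active means blocking of liver enzyme CYP2C9 beyond about 50% at 5 µM, limit read from the data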; further: values of inactives mirror those of a sister screen read the other way
LYP inh 2 = inhibitors of human LYP (PTPN22) phosphatase; Q9Y2R2; recombinant LYP catalytic domain, DiFMUP fluorescence; inhibition, % at 2 µM; 96,000 compounds, 0.21% hits; AID 640;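 active means inhibition at 2 µM at or above a set limit, the screen mean plus 3 SD, cut at about 24% in these data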;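 further: 0% = DMSO with enzyme and 100% = enzyme fully blocked by orthovanadate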
E coli WT exp = growth inhibitors of E. coli BW25113 wild type; OD600 absorbance; growth inhibition, % at 100 µM; 98,000 compounds, 0.15% hits;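 active means growth inhibition above about 50% at one test dose, limit read from the data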;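 further: growth measured after 20 h incubation at 37 °C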
LYP act = increases human PTPN22 phosphatase activity | recombinant LYP, DiFMUP fluorescence; 0 = plate median, 100 = signal doubled | activation, % at 2 µM | 96,000 compounds, 0.11% hits | Q9Y2R2;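 active means activation at 2 µM above a set limit, the mean plus 5 SD, cut at about 37% in these data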
* = called active by the depositor; / = no result given. Unless noted, no stated cut-off is given here; in the data, active means inhibition above about 30%; inactive means the rest.

SMILES | hDAT+cocaine | PostGolgi yeast | CYP2C9 activ | Pyk2 oligo antag | PostGolgi ctrl | CYP2C9 inh | LYP inh 2 | E coli WT exp | LYP act
COc1ccc2cc3cc(C(=O)NCCN4CCN(c5ccccc5F)CC4)oc3nc2c1 | -0.197 | 1.1 | 0.7 | -3.13* | 81.0* | 31.5 | 1.9 | -4.0 | -3.4
COc1ccc(OC)c(S(=O)(=O)Nc2ccc(C(C)=O)cc2)c1 | -0.402 | -0.2 | 0.6 | -0.19 | 1.7 | 43.8 | -5.6 | 7.0 | 9.1
COC(=O)CNC(=O)CN1C(=O)N(c2ccc(Cl)cc2)C(N(O)C(=O)Nc2ccc(Cl)cc2)C1(C)C (centres undefined) | 0.319 | 3.8 | 0.8 | 0.36 | 13.3 | 20.8 | 3.6 | 14.0 | -1.9
Nc1cc(C(=O)O)ccc1Nc1ccccc1 | 1.54 | 2.0 | 0.9 | 0.53 | 3.6 | 8.4 | / | -2.0 | /
C#CC(=O)N(c1cccc(OC)c1)C(C(=O)NC1CCCC1)c1cccs1 (centres undefined) | -1.05 | -2.1 | 0.8 | -2.45 | 20.8 | 23.8 | 9.1 | 11.0 | -6.7
Cc1cc(C(=O)OCn2nnc3ccccc3c2=O)c(C)n1-c1ccccc1 | -0.293 | 25.1 | 0.2 | -3.72* | 30.0 | 84.4* | 4.4 | -16.0 | -5.8
Cc1ccc(N2C(=O)C3ON(c4ccccc4)C(c4ccncc4)C3C2=O)c(C)c1 (centres undefined) | -0.12 | 20.1 | 0 | 1.9 | 9.6 | 95.4* | 10.6 | 2.0 | -12.8
Cn1nc([N+](=O)[O-])nc1Sc1nnc(-c2ccccc2)o1 | -0.87 | 1.4 | 0.5 | -0.09 | 26.2 | 51.9* | -1.9 | 12.0 | 4.1
Cc1[nH]c2c(Cl)cccc2c(=O)c1CN1CCCC1 | / | -1.5 | 1 | 0.22 | -3.8 | 4.9 | / | 10.0 | /
Cc1ccc(/C=C/C(=O)O)cc1S(=O)(=O)NCCO | -0.734 | -19.6 | 1.1 | 0.47 | -7.8 | -13.4 | 1.9 | -4.0 | 4.4
S=C(Nc1cccc2ccccc12)NN1CCOCC1 | -0.496 | -23.0 | 0.2 | -0.83 | 5.7 | 80.7* | 2.8 | 0.0 | 1.4
Cn1c(N)c(C(=O)COC(=O)C2=COCCO2)c(=O)n(C)c1=O | -0.177 | 5.0 | 0.8 | 0.37 | -1.8 | 20.4 | -1.4 | 5.0 | 2.1
CC(C(=O)NCc1ccco1)n1cc(C(=O)c2ccco2)c2ccccc21 (centres undefined) | 0.104 | -8.2 | 0.7 | -1.61 | 2.1 | 30.0 | -4.3 | -1.0 | 6.8
CCC(=O)Nc1ccc2nc(C3CC3)n(Cc3ccccc3)c(=O)c2c1 | -0.488 | -10.4 | 1 | -0.17 | -5.8 | -2.5 | -1.3 | -9.0 | -2.7
N#C/C(=C/c1ccc2c(c1)OCO2)C(=O)NCCc1c[nH]c2ccccc12 | 0.677 | 8.4 | 0.7 | -1.11 | 35.9* | 34.0 | -14.5 | 1.0 | 12.1

Reformatted tab-delimited: four of the compounds above.
SMILES	hDAT+cocaine	PostGolgi yeast	CYP2C9 activ	Pyk2 oligo antag	PostGolgi ctrl	CYP2C9 inh	LYP inh 2	E coli WT exp	LYP act
C#CC(=O)N(c1cccc(OC)c1)C(C(=O)NC1CCCC1)c1cccs1 (centres undefined)	-1.05	-2.1	0.8	-2.45	20.8	23.8	9.1	11.0	-6.7
COc1ccc2cc3cc(C(=O)NCCN4CCN(c5ccccc5F)CC4)oc3nc2c1	-0.197	1.1	0.7	-3.13*	81.0*	31.5	1.9	-4.0	-3.4
Cc1ccc(/C=C/C(=O)O)cc1S(=O)(=O)NCCO	-0.734	-19.6	1.1	0.47	-7.8	-13.4	1.9	-4.0	4.4
CC(C(=O)NCc1ccco1)n1cc(C(=O)c2ccco2)c2ccccc21 (centres undefined)	0.104	-8.2	0.7	-1.61	2.1	30.0	-4.3	-1.0	6.8

Next results follow.
SMILES | hDAT+cocaine | PostGolgi yeast | CYP2C9 activ | Pyk2 oligo antag | PostGolgi ctrl | CYP2C9 inh | LYP inh 2 | E coli WT exp | LYP act
Cn1cc(CNC(=O)C2c3ccccc3Oc3ccccc32)cn1 | -0.249 | -4.3 | 0.8 | -0.04 | 17.5 | 18.6 | 8.7 | -1.0 | -8.7
COc1ccc2c(c1)Sc1ccccc1N2CCN(C)C | 0.327 | 0.4 | 0.7 | 0.16 | -3.4 | 25.3 | -3.3 | 7.0 | 6.9
COC(=O)CC1C(=O)NCCN1C(=O)c1ccccc1 (centres undefined) | -0.0461 | -6.5 | 1.1 | 0.51 | 20.8 | -5.9 | 6.2 | 3.0 | -3.7
COc1ccc(S(=O)(=O)N(CC(=O)NC(C)C)Cc2ccccc2)cc1 | 1.28 | -0.8 | 0.5 | 0.07 | 11.3 | 50.0* | -4.3 | -5.0 | 5.3
Clc1ccc(-c2ccc(/C=N/Nc3cc(N4CCOCC4)nc(N4CCOCC4)n3)o2)cc1 | 0.421 | / | / | -0.53 | / | / | -5.1 | / | 4.8
CON1C(=O)C(=O)N(OC)C(C)(C)C1C (centres undefined) | -0.826 | 5.3 | 1 | -0.7 | 31.0* | 3.2 | 3.9 | -2.0 | -6.2
Cc1cnc(C(=O)OCC(=O)NCc2ccccc2)cn1 | 0.659 | 12.9 | 0.9 | 0.61 | 0.6 | 5.0 | 6.3 | -1.0 | -6.5
COc1ccc(CCC(=O)Nc2nc3c(s2)CN(C)CC3)cc1OC | 0.143 | -6.9 | 0.9 | 0.72 | 13.9 | 9.2 | -18.8 | -1.0 | 17.5
Fc1ccccc1OCCCCCCN1CCCC1 | -0.368 | 9.3 | 0.9 | 1.51 | 3.9 | 12.3 | -0.8 | 8.0 | 3.0
O=[N+]([O-])c1ccc(NCCCN2CCOCC2)c(Cl)c1 | -0.0552 | 6.7 | 0.9 | -0.91 | 5.2 | 6.4 | 2.6 | 5.0 | 0.9
Cc1cccc(C)c1NC(=O)CS(=O)CC(=O)NC1CCCc2ccccc21 (centres undefined) | 0.0592 | 1.7 | / | 0.45 | 5.2 | / | / | 3.0 | /
Cn1c(=O)[nH]c(=O)c2c1nc(Br)n2CCCO | -0.507 | -1.8 | 0.5 | -0.11 | 8.3 | 46.5 | -1.8 | 10.0 | -0.6
COc1cccc(N2CCN(C(=O)CN(c3ccc(C)cc3)S(=O)(=O)c3c(C)n[nH]c3C)CC2)c1 | 2.33 | 13.1 | 0.2 | / | -0.3 | 81.4* | -1.4 | -1.0 | 0.7
CCOC(=O)c1ccc2nc3c(cc2c1)CCS3 | 0.905 | 1.4 | 0.5 | 0.06 | 1.8 | 46.6 | 1.2 | -2.0 | -3.4
C#CCOc1nc(OCC#C)nc(OCC#C)n1 | -0.204 | -2.5 | 0.6 | -0.43 | 3.8 | 40.3 | 6.1 | 1.0 | -8.4
O=C(Nc1ccccc1SCC1CSc2nc3ccccc3c(=O)n21)c1cccc(Cl)c1 (centres undefined) | 1.47 | 6.8 | 0.9 | -0.99 | 3.5 | 11.2 | 13.9 | -1.0 | -10.4
CCCNS(=O)(=O)c1ccc(CCC(=O)N2CCOCC2)cc1 | -0.209 | -7.3 | 0.9 | 0 | 5.4 | 11.4 | -2.1 | -1.0 | 0.3
COc1ccc(NC(=O)c2ccc(S(=O)(=O)N(C)C)cc2)cc1OC | 0.691 | 3.2 | 1.2 | 1.06 | 0.0 | -23.4 | / | 14.0 | /
Cc1ccccc1OCC(=O)O/N=C(\N)Cc1cccs1 | 1.28 | -2.7 | / | -0.14 | 2.3 | / | -11.3 | 15.0 | 14.2
CCCOC(=O)c1ccc(Oc2c(-c3ccc(OC)cc3O)n[nH]c2C)cc1 | -0.253 | -6.7 | 0.2 | -1.1 | 4.6 | 83.4* | 5.8 | 2.0 | -7.9
CCOC(=O)c1csc(NC(=O)c2ccc(S(=O)(=O)N(C)C)cc2)n1 | -0.358 | -5.3 | 0.9 | -0.01 | 6.3 | 10.0 | -13.9 | -3.0 | 10.8
Cc1ccc(C2=N/C(=C/N3CCOCC3)C(=O)O2)cc1 | 0.00598 | -6.8 | 1.1 | 0.46 | 2.8 | -13.2 | -7.2 | 7.0 | 6.3
CN(C)c1nc(N)nc(-c2ccco2)n1 | 0.318 | 1.3 | 1.1 | -1 | 12.3 | -11.1 | / | 19.0 | /
CC(C)CC(NC(=O)C1CCC(C)CC1)C(=O)Nc1ccc2c(c1)OCCO2 (centres undefined) | 0.54 | -3.8 | 0.5 | / | 5.3 | 52.2* | -5.3 | 2.0 | 4.7
CCOc1ccc(NC(=O)c2ccc3c(c2)N(Cc2ccc(F)cc2)C(=O)CS3=O)cc1 (centres undefined) | -0.107 | 3.0 | 0.7 | / | -1.0 | 33.7 | 4.9 | -8.0 | -5.9
Cc1ccccc1NC(=O)N(CCc1nc2ccccc2[nH]1)Cc1ccccc1 | 1.14 | / | / | 0.07 | / | / | 2.9 | / | -3.4
CSc1nc(C)cc(Oc2ccc(OCCOc3ccccc3)nn2)n1 | 1.71 | -1.3 | 0.7 | 0.61 | 0.0 | 28.4 | -4.6 | -3.0 | 6.4
CC1CCN(C(=O)c2ccc(-n3cnnn3)cc2)CC1 | -0.663 | / | / | 0.22 | / | / | -5.0 | / | -0.4
CCn1c(-c2ccccc2Cl)nn(CC(=O)Nc2cc(Cl)ccc2Cl)c1=S | 1.5 | -4.7 | 0.6 | -0.71 | 26.9 | 41.1 | -0.4 | 0.0 | 2.6
Cc1cc(N2C(=O)C3CC=CC(C)C3C2=O)no1 (centres undefined) | -9.36* | / | / | -0.38 | / | / | -1.5 | / | 0.9
Cc1nn(Cc2ccccc2)c(Cl)c1C(=O)OCc1nnc(-c2ccc(Cl)cc2)o1 | 2.62* | -15.7 | 0.4 | 0.82 | 14.2 | 61.6* | -3.3 | -19.0 | 3.0
O=C(NCN1C(=O)C2C3C=CC(C3)C2C1=O)Nc1nccs1 (centres undefined) | -0.541 | 7.0 | / | -0.03 | -1.5 | / | 12.2 | -3.0 | -9.7
COc1ccc(OC)c(-c2cc(C3CCN(c4ncccc4[N+](=O)[O-])CC3)[nH]n2)c1 | 2.41 | -9.5 | 0.5 | -1.98 | 15.6 | 49.2 | 3.8 | -10.0 | -6.3
CCOC(=O)C1CCN(CC(=O)Nc2c(C(=O)OC)[nH]c3ccccc23)CC1 | -8.15* | 0.2 | 1.5 | / | 6.9 | -47.2 | 1.6 | 9.0 | -3.0
Cc1nn(C)c(Oc2ccccc2)c1CCNS(=O)(=O)c1ccccc1 | -0.037 | -20.7 | 0.5 | 0.48 | 37.5* | 46.5 | / | 8.0 | /
CCCCC(CCC(=O)Nc1ccccc1C(=O)OCC)C(=O)O (centres undefined) | 0.799 | 2.2 | 0.4 | 1.2 | 28.6 | 59.1* | -4.3 | 2.0 | 2.7
Cn1ccnc1SCC(=O)Nc1cc(C(F)(F)F)ccc1N1CCOCC1 | -0.024 | -3.5 | 0.8 | -0.17 | 5.8 | 21.6 | 2.0 | -1.0 | 0.8
O=C(O)CCCNS(=O)(=O)c1ccccc1 | -1.35 | / | / | -0.36 | / | / | -2.4 | / | 2.1
CN1CCN(C(=O)CC23CC4CC(CC(C4)C2)C3)CC1 | -0.113 | 6.0 | 1.2 | 0.01 | 18.6 | -19.6 | -4.9 | -3.0 | 4.3
CCCS(=O)(=O)N1CCC(C(=O)NCCCOCC)CC1 | 0.759 | 1.1 | 0.9 | 1.22 | 0.2 | 8.3 | -0.5 | 0.0 | -2.2
CCn1c(SCC(=O)N2CCCC2)nc2c1c(=O)n(C)c(=O)n2C | 0.837 | 15.2 | 1.1 | 1.1 | 0.6 | -5.0 | -6.4 | 0.0 | 2.8
COc1ccc(CCn2c(C)ccc2C)cc1OC | 0.0119 | -1.8 | / | / | -15.1 | / | -10.4 | -3.0 | 5.9
O=C(CSc1ccc(Cl)cc1)N1CCOCC1 | -0.0217 | 8.6 | 1.2 | 1.08 | -1.8 | -16.9 | 0.8 | 4.0 | -1.7

Screening results from PubChem BioAssay.
